CHRM1 PAM: human CHRM1 positive allosteric modulation. CHO-K1 hM1, Fluo-8 calcium fluorescence, ACh EC20; 0% = ACh EC20, 100% = maximal ACh. activation, % at 3 µM. actives 0.088% (n = 360,000); in the data active = activation above about 19%, passing the limit was not always enough
Target sequence (P11229 whole entry, looked up): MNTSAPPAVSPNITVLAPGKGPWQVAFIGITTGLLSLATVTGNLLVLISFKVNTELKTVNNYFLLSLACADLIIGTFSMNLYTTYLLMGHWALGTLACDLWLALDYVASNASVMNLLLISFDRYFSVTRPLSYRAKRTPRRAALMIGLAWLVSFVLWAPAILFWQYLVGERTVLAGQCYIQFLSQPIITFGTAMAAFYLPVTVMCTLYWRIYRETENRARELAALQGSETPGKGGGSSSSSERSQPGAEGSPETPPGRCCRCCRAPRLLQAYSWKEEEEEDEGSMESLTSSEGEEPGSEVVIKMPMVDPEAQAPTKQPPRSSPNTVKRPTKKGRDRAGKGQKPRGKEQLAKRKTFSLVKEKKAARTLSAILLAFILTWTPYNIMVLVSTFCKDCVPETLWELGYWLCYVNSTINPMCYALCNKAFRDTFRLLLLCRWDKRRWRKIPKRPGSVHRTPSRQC
M1 antag: blocks human M1 muscarinic receptor; AID 588852; P11229; actives 1.3% (n = 360,000); inhibition, % at 3 µM; CHO-K1 hM1, Fluo-8 calcium fluorescence, ACh EC80 antagonist;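 active = percent inhibition above its own plate's cutoff, namely the mean of that plate's compound wells plus 3 SD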;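 note: peak over basal fluorescence ratio during 140 s after agonist addition; 0% = ACh EC80 plus DMSO and 100% = DMSO alone without agonist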
CHRM5 antagonist: antagonists of human muscarinic M5 receptor (CHRM5) | P08912 | CHO-hM5 cells, Fluo-8 calcium fluorescence, ACh EC80 | inhibition, % at 3 µM | actives 0.59% (n = 360,000);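 active = inhibition above a per-plate cutoff, the mean of that plate's test compounds plus 3 SD, cut at about 27% in these data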;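 note: 0% = acetylcholine EC80 with DMSO and 100% = DMSO without agonist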
Target sequence (P08912 whole entry, looked up): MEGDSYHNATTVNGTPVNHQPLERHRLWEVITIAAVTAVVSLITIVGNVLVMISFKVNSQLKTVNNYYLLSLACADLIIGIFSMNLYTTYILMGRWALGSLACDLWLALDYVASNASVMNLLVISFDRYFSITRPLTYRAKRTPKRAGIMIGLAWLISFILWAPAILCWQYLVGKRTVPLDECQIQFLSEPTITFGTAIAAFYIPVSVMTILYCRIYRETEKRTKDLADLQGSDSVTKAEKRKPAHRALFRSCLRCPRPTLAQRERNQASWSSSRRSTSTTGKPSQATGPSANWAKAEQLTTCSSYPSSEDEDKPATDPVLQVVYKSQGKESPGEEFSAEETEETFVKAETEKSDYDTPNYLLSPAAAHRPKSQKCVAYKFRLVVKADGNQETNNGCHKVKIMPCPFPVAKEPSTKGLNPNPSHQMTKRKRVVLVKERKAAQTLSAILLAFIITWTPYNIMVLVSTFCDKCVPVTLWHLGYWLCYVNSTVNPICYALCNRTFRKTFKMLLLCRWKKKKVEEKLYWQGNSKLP
CHRM4 antagonist: antagonists of human muscarinic M4 receptor (CHRM4) | inhibition, % at 3 µM | CHO-hM4 cells, ACh EC80, Fluo-8 calcium fluorescence | actives 0.73% (n = 360,000);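 active = inhibition above its plate's cutoff, the mean inhibition of sample wells plus 3 SD, cut at about 27% in these data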;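 note: 0% = acetylcholine EC80 with DMSO and 100% = DMSO without agonist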
M5 PAM: CHRM5 positive allosteric modulation; actives 0.3% (n = 360,000); P08912; CHO-K1 hM5, Fluo-8 calcium, ACh EC20 PAM; 0% = ACh EC20, 100% = ACh EC100; activation, % at 3 µM;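 active = activation above the run cutoff, the mean activation of all test compounds plus 3 SD, cut at about 18% in these data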
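Test system: CHO-K1 hM5 cells / Doses: single-point, 3 µM nominal / Times: Post-acetylcholine fluorescence recording 140 s / Technique: Fluo-8 calcium fluorescence / Measure: Max/basal fluorescence ratio as % of EC20–EC100 ACh window / Benchmarks: low control EC20 acetylcholine (0%), high control EC100 acetylcholine (100%) / Replicates: one well per compound, no replicates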
CHRM5 agonist: CHRM5 agonism in calcium assay; CHO-K1 hM5 cells, Fluo-8 calcium fluorescence; 0% DMSO wells, 100% maximal acetylcholine response; activation, % at 3 µM; actives 0.19% (n = 360,000);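 active = activation above the run's mean over test compounds plus 3 SD, cut at about 23% in these data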;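 note: signal is peak over basal fluorescence ratio across the kinetic read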
CHRM4 agonist: agonists of human muscarinic M4 receptor (CHRM4) | P08173 | CHO-K1 hM4/Gqi5, Fluo-8 calcium fluorescence; vehicle 0%, full acetylcholine response 100% | activation, % at 3 µM | actives 0.14% (n = 360,000) | AID 624127;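 active = activation above the run mean over all test wells plus 3 SD, cut at about 32% in these data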;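 note: peak over basal fluorescence ratio per well then scaled between controls; 0% = DMSO wells and 100% = acetylcholine at EC100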
M4 PAM: CHRM4 positive allosteric modulation. CHO-K1 hM4/Gqi5, Fluo-8 calcium fluorescence, ACh EC20; 0% = ACh EC20, 100% = maximal ACh. activation, % at 3 µM. actives 0.4% (n = 360,000). AID 624126;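 active = activation above its plate's cutoff, the mean activation of sample wells plus 3 SD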; note: some results filed as inactive read as strong as hits
CRFR2-BP ag: agonists of human CRF-binding protein/CRF-R2 receptor complex; HEK293 CRF-R2/CRF-BP, calcium dye fluorescence (FLIPR); percent of saturating CRF peptide response; activation, % at 13.2 µM; actives 0.46% (n = 350,000); AID 588473;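 active = activation of at least 50%, plus an integration ratio under a set limit after plate pattern correction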;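 note: plate controls were neutral control wells without compound for no effect and CRF at EC100 for full effect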
The depositor's hits bear a star; . = not tested or not shown.

SMILES	CHRM1 PAM	M1 antag	CHRM5 antagonist	CHRM4 antagonist	M5 PAM	CHRM5 agonist	CHRM4 agonist	M4 PAM	CRFR2-BP ag
CC1(C(=O)Nc2cnc3ccccc3c2)CCN1C(=O)C/C=C/c1ccccc1 (stereo not given)	20	-15	1	-10	-7	1	8	0	.
Cc1ccccc1Nc1nccc(N(C)C)c1C#N	-15	11	18	4	-9	-1	11	-8	-2.3
Cc1ccc(/C(O)=C2\C(=O)C(=O)N(c3cc(C)on3)C2c2cccc(Cl)c2)cc1 (stereo not given)	-2	12	5	2	-5	0	0	0	1.5
CC(C)N1CCc2c(sc(NC(=O)CCS(=O)(=O)c3ccccc3)c2C(N)=O)C1	3	-6	-5	4	4	0	0	-2	14
O=C(O)CCCNc1ccc([N+](=O)[O-])c(NCCCC(=O)O)n1	7	-7	7	-14	1	-2	0	9	-1.2
O=S(=O)(NCC1CC1)c1cc(Cl)cc(Cl)c1	1	-4	2	3	-5	-5	-1	-2	-6.9
CCc1sc(N(C(=O)Cc2ccccc2)c2ccccc2F)nc1-c1ccc(C)cc1	-8	16	11	3	-6	1	1	0	0.2
O=C(Oc1cc(=O)n2ccccc2n1)c1ccccc1	6	-5	-6	17	1	1	3	-8	3.1
Fc1ccc(CNC(=S)NC2CCCCC2)cc1	0	0	4	0	-7	-2	1	-8	-1.5
CC(Sc1nnc(C2CC2)n1C)C(=O)Nc1ccc(N2CCOCC2)cc1 (stereo not given)	4	-6	10	-5	-6	-1	0	2	0.5
CCCN(CCC)CCCNC(=O)c1cn(CC)c2ccc(S(=O)(=O)N3CCOCC3)cc2c1=O	7	-8	7	-4	1	-8	1	4	0.9
CCOc1ccc(CN2CCN(Cc3ccc(C)o3)CC2CCO)cc1 (stereo not given)	-1	1	-9	1	2	-3	1	0	0.7
Cc1cc(C(F)(F)F)nn1-c1nc(-c2ccco2)cc(C(F)(F)F)n1	2	-11	1	9	2	-2	-1	1	-0.2
Cc1cccc(C)c1NC(=O)C1(C)CSCC(=O)N1CCc1c[nH]c2ccccc12 (stereo not given)	.	.	-12	-13	7	0	6	0	.
C/C(Cl)=C/Cn1c(=O)c2c(nc(Br)n2Cc2ccccc2)n(C)c1=O	-4	5	-9	-2	-1	-2	0	3	-2.4
O=C(NCCNC(=O)Oc1cccc2ccccc12)Oc1cccc2ccccc12	8	-14	8	-14	5	-1	4	7	-1.2
CCCOc1ccc(Br)cc1/C=N/NC(=O)c1cc(OC)c(OC)c(OC)c1	6	-15	-4	16	4	-2	3	28*	1.9
Cc1[nH]c2ccccc2c1CCN(Cc1cccnc1)C(=S)NC(C)(C)C	-7	16	12	5	-4	-6	6	-6	-2.3
O=C(NCCCn1ccnc1)C(Cc1ccc([N+](=O)[O-])cc1)N1C(=O)c2ccccc2C1=O (stereo not given)	4	0	-2	12	1	3	1	4	1.9
CCOC(=O)C1CCCN(S(=O)(=O)c2cc(Br)cc3c2N(C(C)=O)CC3)C1 (stereo not given)	10	1	6	-4	0	-2	5	-3	-0.3
N#C/C(=C/c1cccnc1)c1ccccc1	2	-5	9	8	1	1	1	-2	-0.6
CCn1c(C(O)c2cc(OC)c(OC)c(OC)c2)nc2ccccc21 (stereo not given)	9	-7	7	-5	1	3	5	-5	0.3
CCCSc1nc2c(cnn2-c2ccccc2)c(=O)[nH]1	6	-10	5	9	-2	0	-1	0	-0.6
Cc1oc(C)c(C(=O)Nc2ccc(CC(=O)O)cc2)c1C(=O)Nc1ccc(CC(=O)O)cc1	-4	-8	4	7	-2	1	0	-3	1.5
Cc1cc(SCC(=O)c2ccccc2)nc(C)n1	2	-3	5	-11	5	-4	1	-1	-0.1
Cc1cc(N2CCN(C)CC2)nc2ccc(NC(=S)NCc3cccs3)cc12	-1	3	3	11	1	-8	3	-2	-2.9
COc1cc(CNc2ccc(S(N)(=O)=O)cc2)ccc1OCc1ccccc1F	-12	11	13	3	-18	-4	10	-8	4.0
Cc1cc(N2CCOCC2)c2c(N)cc(C)c(C)c2n1	6	-7	0	9	2	-1	1	8	-2.6
Cc1ccc(OCC(=O)Nc2ccc(N3CCN(C(=O)c4ccco4)CC3)cc2)cc1C	-11	20	19	-6	-27	7	24	-12	0.2
Cc1cccc(NC(=O)c2cnc3scc(C)n3c2=O)c1	-1	4	-1	-4	1	1	0	-1	1.4

Among those listed so far, two have a cyano group:
SMILES	CHRM1 PAM	M1 antag	CHRM5 antagonist	CHRM4 antagonist	M5 PAM	CHRM5 agonist	CHRM4 agonist	M4 PAM	CRFR2-BP ag
Cc1ccccc1Nc1nccc(N(C)C)c1C#N	-15	11	18	4	-9	-1	11	-8	-2.3
N#C/C(=C/c1cccnc1)c1ccccc1	2	-5	9	8	1	1	1	-2	-0.6

Additional structures follow.
SMILES	CHRM1 PAM	M1 antag	CHRM5 antagonist	CHRM4 antagonist	M5 PAM	CHRM5 agonist	CHRM4 agonist	M4 PAM	CRFR2-BP ag
O=C(O)CCn1cc(/C=C/C(=O)c2ccc(Cl)cc2)c(-c2ccc(Br)cc2)n1	5	-9	0	5	2	-1	0	3	-1.2
Nc1nonc1C(=O)NCCNc1ncccc1[N+](=O)[O-]	4	-4	5	-13	1	-5	0	-7	0.3
CCOc1ccc(N2C(=O)CC(SC(=NC)Nc3cccc(OC)c3)C2=O)cc1 (stereo not given)	5	-4	5	0	3	-6	3	0	-3.2
COc1ccc(-c2nc(-c3ccc(Br)o3)no2)cc1OC	0	1	-9	-18	2	-2	1	7	-2.0
CCCCNC(=O)CSc1nc(O)cc(=O)n1C1CCCC1	1	-1	4	-2	7	-7	0	1	-0.8
CC(NCc1ccccc1)C1COc2ccccc2O1 (stereo not given)	3	-6	6	-3	-1	-5	1	2	0.3
O=c1cc(NCc2ccc3c(c2)OCO3)[nH]c(=O)n1-c1ccc(Cl)cc1	5	-2	2	4	4	4	2	-3	8.2
CCOc1ccc(NC(=S)N2CCc3cc(OC)c(OC)cc3C2COc2ccc3c(C)cc(=O)oc3c2)cc1 (stereo not given)	-6	7	9	1	-4	-4	1	-3	-0.6
Cc1cc(C(=O)Nc2c[nH]c(=O)[nH]c2=O)ccc1[N+](=O)[O-]	5	0	0	2	4	1	1	7	-1.5
Cc1c(-n2cc(C(=O)c3cc(Cl)ccc3O)cc(C#N)c2=O)c(=O)n(-c2ccccc2)n1C	1	-7	5	3	-7	2	8	-1	33
COc1cc(O)cc(O)c1C(=O)/C=C/c1ccccc1	-3	-3	12	-4	-5	1	6	0	-2.7
CC(C)OC(=O)NS(=O)(=O)c1cccc([N+](=O)[O-])c1	8	-4	-1	2	5	1	1	2	-1.2
CC(C)[C@H](NC(=O)c1ccccc1)C(=O)OCC(=O)Nc1ccc(S(=O)(=O)N2CCOCC2)cc1	13	-16	17	-1	0	2	0	4	3.8
CCONC(=NC)c1nonc1N	8	-8	-2	-6	7	-2	0	7	-2.9
Oc1ccc(/C=N/n2c(C3CCCCC3)n[nH]c2=S)c(O)c1	5	4	15	4	-2	-1	1	-4	-0.7
CCCc1nc(SCC(=O)NCc2ccco2)c2c(=O)n(C)c(=O)n(C)c2n1	-1	-10	-3	-10	-2	1	1	-1	1.0
CC(Sc1nnc(-c2cc3ccccc3o2)n1-c1ccccc1)C(=O)O (stereo not given)	0	0	1	6	4	-2	1	3	-0.9
Cc1cc(C)n(C(=O)CCN2C(=O)c3ccccc3C2=O)n1	5	-27	-2	2	4	2	1	2	0.8
COc1cccc(N2CC(C)Cn3c2nc2c3c(=O)n(CCN3CCOCC3)c(=O)n2C)c1 (stereo not given)	8	-17	-2	-2	8	-3	-3	-3	-4.7
CC(C)C[C@H](NC(=O)N1CC(=O)Nc2ccccc21)C(=O)N[C@H](Cc1c[nH]c2ccccc12)C(=O)O	1	-9	0	-8	0	3	1	8	6.4
Cc1nc2c(C)cccn2c1/C(O)=C1\C(=O)C(=O)N(CCN2CCOCC2)C1c1cccs1 (stereo not given)	-1	-2	7	-3	-3	-1	1	8	1.8
c1ccc(Sc2ccncc2)cc1	5	-22	-4	-1	-1	-1	0	0	-2.0
COC(=O)C1=C(C)N(Cc2ccccc2)C(=NCc2cc(OC)c(OC)c(OC)c2)N[C@H]1c1cccc(F)c1	3	2	3	5	5	-2	3	-4	3.1
COC(=O)c1ccc(C2c3c(oc4ccc(F)cc4c3=O)C(=O)N2CCO)cc1 (stereo not given)	1	-5	0	-9	0	-2	2	14	0.9
CN(C)S(=O)(=O)c1ccc(N2CCCC2)c(C(=O)NCC2CCCO2)c1 (stereo not given)	1	-2	7	4	-1	-4	1	0	0.6
O=C1OCC2=C1C(c1ccc(Cl)cc1)CC(=O)N2c1ccc(F)cc1 (stereo not given)	2	-2	5	2	-5	0	4	7	-1.8
COc1ccc(/C=N/NC(=O)CNS(=O)(=O)c2ccccc2)cc1	15	1	12	-10	-8	-3	2	11	-0.8
CCOc1cc(/C=N\NC(=O)Cn2nnc3ccccc32)ccc1O	-1	1	4	2	-2	-3	0	-5	1.7
COc1ccccc1CC(=O)Nc1sc2c(c1C(N)=O)CCCC2	11	6	5	-2	1	-1	2	2	-0.4
Cn1cc(CCC(=O)NCCCc2ccccc2)c2ccccc21	3	-2	0	-1	4	-4	0	-2	-0.9

Compounds shown so far that have two or more sulfur atoms (2):
SMILES	CHRM1 PAM	M1 antag	CHRM5 antagonist	CHRM4 antagonist	M5 PAM	CHRM5 agonist	CHRM4 agonist	M4 PAM	CRFR2-BP ag
CC(C)N1CCc2c(sc(NC(=O)CCS(=O)(=O)c3ccccc3)c2C(N)=O)C1	3	-6	-5	4	4	0	0	-2	14
Cc1cc(N2CCN(C)CC2)nc2ccc(NC(=S)NCc3cccs3)cc12	-1	3	3	11	1	-8	3	-2	-2.9

Next compounds:
SMILES	CHRM1 PAM	M1 antag	CHRM5 antagonist	CHRM4 antagonist	M5 PAM	CHRM5 agonist	CHRM4 agonist	M4 PAM	CRFR2-BP ag
Cc1cc(C)c(C(=O)/C=C/C=C/c2ccccc2)c(=O)[nH]1	6	-3	9	4	-5	-3	1	-1	2.5
Cc1ccc(-c2nn(-c3ccccc3)cc2C(=O)Nc2cccc(S(=O)(=O)N3CCOCC3)c2)cc1	6	-9	6	-7	-3	-1	1	5	16
O=C(COc1ccccc1)NCC1COc2ccccc2O1 (stereo not given)	0	6	10	-4	-5	-3	0	4	0.1
Cc1ccc(NC(=O)CC(NCCN2CCOCC2)C(=O)O)cc1Cl (stereo not given)	11	-7	2	0	2	-1	1	-1	0.0
CCCn1c(N)c(C(c2ccc(C(=O)OC)cc2)N2CCN(c3ccccc3)CC2)c(=O)[nH]c1=O (stereo not given)	10	-15	-6	-4	-6	-9	1	3	0.7
C[C@H](NC(=O)c1nc[nH]c1C(=O)N[C@@H](CCCCN)C(=O)OC(C)(C)C)C(=O)OC(C)(C)C	7	-6	-13	2	5	3	0	-1	-1.1
O=C1NC(c2ccccc2)=C(c2nc3ccccc3s2)C(c2ccc(O)cc2)N1 (stereo not given)	8	-2	2	3	-2	-1	3	1	8.8
O=C(O)c1ccc2c(c1)C(=O)N(c1ccc(OCc3ccccc3)cc1)C2=O	7	-11	9	12	2	-2	0	-4	3.0
O=C(O)c1ccc(CSc2nc3ccccc3o2)cc1	9	-17	-1	-4	2	1	1	-1	-0.2
